Bioassay records as filed in PubChem BioAssay.
SENP6 block: SENP6 protease inhibition | Q9GZR1 | Recombinant SENP6 catalytic domain, aminoluciferin luminescence | inhibition, % at 10 µM | 330,000 tested, 1.8% active | AID 2599;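 active = inhibition above about 50% at the single tested dose, limit read from the data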;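 note: plate controls were DMSO wells with enzyme for no effect and DMSO wells lacking enzyme for full effect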
ATG4B inh: ATG4B (human) cysteine protease inhibition; Q9Y4P1; ATG4B cleavage of LC3-PLA2, NBD-HPC fluorescence, 1 h; inhibition, % at 8.33 µM; 340,000 tested, 0.51% active; in the data active = inhibition above about 40%
SENP8 inh: inhibitors of human SENP8 protease; recombinant SENP8, Nedd8 substrate fluorescence; Q96LD8; 360,000 tested, 0.64% active; inhibition, % at 20 µM; in the data active = inhibition mostly above about 40%, no sharp cut-off; inactive = mostly below about 27%
SENP7 inh: blocks the human protease SENP7; Q9BQF6; recombinant SENP7, Z-RLRGG-aminoluciferin luminescence, 40 min; inhibition, % at 5 µM; 330,000 tested, 1.5% active;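 active = inhibition above about 50% at the single test dose, limit read from the data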;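 note: plate controls were DMSO with enzyme for no effect and no enzyme buffer wells for full effect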
HKDC1 inhibitor: HKDC1 (human) hexokinase inhibition; AID 493160; 340,000 tested, 0.16% active; inhibition, % at 20 µM; recombinant HKDC1, G6PDH/diaphorase resazurin coupled fluorescence;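 active = inhibition above about 35% when tested at 20 µM, limit read from the data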;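 note: plate controls were DMSO wells with enzyme for no effect and DMSO wells lacking enzyme for full effect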
Target sequence (Q2TB90 whole entry, looked up): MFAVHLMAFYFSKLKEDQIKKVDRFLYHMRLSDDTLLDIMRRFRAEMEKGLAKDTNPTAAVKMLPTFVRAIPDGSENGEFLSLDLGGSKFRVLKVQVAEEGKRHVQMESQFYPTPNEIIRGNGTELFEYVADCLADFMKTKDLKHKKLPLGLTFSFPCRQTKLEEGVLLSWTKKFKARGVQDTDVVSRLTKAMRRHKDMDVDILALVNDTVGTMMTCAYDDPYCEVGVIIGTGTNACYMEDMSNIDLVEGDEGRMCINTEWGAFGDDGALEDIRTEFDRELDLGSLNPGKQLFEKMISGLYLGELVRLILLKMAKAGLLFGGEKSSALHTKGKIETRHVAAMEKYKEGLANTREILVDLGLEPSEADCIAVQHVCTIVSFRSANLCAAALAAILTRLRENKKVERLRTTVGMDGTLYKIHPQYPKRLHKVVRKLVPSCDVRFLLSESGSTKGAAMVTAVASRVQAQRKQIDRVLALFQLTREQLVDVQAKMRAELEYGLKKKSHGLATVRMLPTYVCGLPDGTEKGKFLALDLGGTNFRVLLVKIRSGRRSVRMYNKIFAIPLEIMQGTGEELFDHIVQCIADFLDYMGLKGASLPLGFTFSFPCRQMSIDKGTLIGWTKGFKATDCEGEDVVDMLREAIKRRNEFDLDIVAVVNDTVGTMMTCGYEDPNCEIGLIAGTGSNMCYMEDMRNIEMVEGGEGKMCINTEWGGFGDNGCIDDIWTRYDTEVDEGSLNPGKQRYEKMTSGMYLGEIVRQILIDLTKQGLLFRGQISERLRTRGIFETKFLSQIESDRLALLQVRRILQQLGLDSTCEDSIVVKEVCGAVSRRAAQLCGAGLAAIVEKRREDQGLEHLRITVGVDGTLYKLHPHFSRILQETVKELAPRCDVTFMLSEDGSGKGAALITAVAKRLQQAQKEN
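Incubation: 90 min at room temperature in dark / Material: recombinant HKDC1 (HK5) hexokinase enzyme, produced in-house / Quantity: enzyme 5 µg/mL final / Compound: one dose of 20 µM, 1% DMSO / Reagent: glucose and ATP substrates / Buffer or medium: Tris pH 8.0 buffer with MgCl2, Tween-20, BSA, BME / Technique: resorufin fluorescence at 613 nm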
PfG6PD inh: PfG6PD (Plasmodium falciparum) enzyme inhibition; PfGluPho enzyme, NADPH resazurin-diaphorase fluorescence; 350,000 tested, 0.78% active; inhibition, % at 20 µM;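 active = inhibition reaching at least a set limit at 20 µM in the primary screen, cut at about 59% in these data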;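 note: 0% = DMSO wells with substrate and 100% = DMSO wells lacking glucose-6-phosphate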
MPTP inh: permeability transition pore inhibition; isolated mouse mitochondria, Ca2+ swelling absorbance, 30 min; inhibition, % at 10 µM; 360,000 tested, 1.4% active;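 active = inhibition of 50% or more, scaled per plate between neutral and stimulator controls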;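 note: 0% = DMSO wells given calcium and 100% = 1 mM EGTA wells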
GRIN3A LBD mod: NR3A (human) ligand-binding domain modulation; NR3A LBD differential scanning fluorimetry, Tm shift; 0% = protein alone, 100% = glycine-bound protein; Tm shift relative to glycine control, % at 25 µM; 340,000 tested, 2.5% active; AID 1259313;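 active = melting temperature shift of at least 10% of the positive control shift, at one fixed dose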
* hit, by the source's call; . = no result given.

1: CCOC(=O)c1c(S(=O)(=O)Nc2ccccn2)c(C)n(C)c1C
2: COc1cc(C(=O)Nc2ccc3ccccc3c2)cc(OC)c1OC
3: CN(CC(=O)Nc1ccc(N2CCOCC2)cc1)C(=O)CCc1ccccc1Cl
4: CC1(C)Cc2c(sc(/N=C/N3CCCCCC3)c2C#N)C(C)(C)N1
5: O=C(NN=C1CCC(=NNC(=O)c2ccccn2)CC1)c1ccccn1
6: COc1ccccc1OCCCC(=O)Nc1ccc(N2CCOCC2)cc1
7: O=C(O)CCn1[nH]c(=O)c2ccccc2c1=O
8: Clc1ccccc1-c1nnc2sc(C3COc4ccccc4O3)nn12 (stereo unspecified)
Screen / compound no.,1,2,3,4,5,6,7,8
SENP6 block,-1,-7,-11,-4,5,14,0,-1
ATG4B inh,-1,-2,7,5,-2,-9,-16,18
SENP8 inh,-11,.,19,30,5,7,-8,-3
SENP7 inh,-1,1,-6,5,8,0,-6,-2
HKDC1 inhibitor,-7,-1,2,1,-7,-10,-1,3
PfG6PD inh,-1,-2,-9,-2,3,8,-20,-8
MPTP inh,0.3,.,0.9,-1.9,-0.5,-0.2,0.2,-0.4
GRIN3A LBD mod,1,-1,-2,-1,1,0,-1,-4

9: CC(C)(C)Cc1nnc(NC(=O)Cc2ccc([N+](=O)[O-])cc2)s1
10: Cc1ccc(S(=O)(=O)N2CCOCC2)cc1NC(=O)COc1ccc(C(=O)c2ccccc2)cc1
11: O=C(CSc1nc2ccccc2[nH]1)Nc1ccc2c(c1)OCCO2
12: O=C(Cc1ccc(Cl)cc1)Nc1ccncc1
13: COc1cc(/C=C(\C#N)C(=O)N2CCOCC2)cc(Br)c1O
14: CCCCOC(=O)c1cc(=O)[nH]c2ccccc12
15: COC(=O)/C(=C/c1cn(C(C)=O)c2ccccc12)[N+](=O)[O-]
16: COc1ccc(NC(=O)C(C)Sc2nnc3c4c(nc(-c5ccc(OC)cc5)n23)CC(C)(C)OC4)cc1 (stereo unspecified)
Screen / compound no.,9,10,11,12,13,14,15,16
SENP6 block,-2,-15,-11,-2,-12,-4,.,6
ATG4B inh,-11,-27,-11,-3,-8,-8,-7,-8
SENP8 inh,12,4,39,25,-7,-123,-4,-38
SENP7 inh,5,-2,-6,-9,-4,-2,.,5
HKDC1 inhibitor,-7,4,3,4,-5,13,3,2
PfG6PD inh,41,4,-13,-8,15,8,11,0
MPTP inh,2.6,0.8,-0.3,58*,1.0,-0.7,4.9,-2.6
GRIN3A LBD mod,-1,2,3,-2,0,0,2,-8

17: O=C(Nn1cnnc1)C1CCCN1S(=O)(=O)c1ccc(F)cc1 (stereo unspecified)
18: COc1cc(NC(=O)CSc2nc3ccccc3cc2C)c(C(=O)O)cc1OC
19: Cc1cccc(NC(=O)C2(c3cccs3)CCOCC2)n1
20: CS(=O)(=O)N1CCC(Oc2ccccc2C(=O)NC2CCCCCC2)CC1
21: CC(C)C(NC(=O)c1ccccc1)C(=O)OCC(=O)N1CCCC1 (stereo unspecified)
22: N#Cc1ccccc1S(=O)(=O)N1CCN(C(=O)C2CCCC2)CC1
23: COc1ccccc1CNC(=O)c1oc2ccc(S(=O)(=O)N3CCCC3)cc2c1C
24: CCOC(=O)c1ccc(S(=O)(=O)Nc2ccccc2-c2nnn(CC)n2)cc1
Screen / compound no.,17,18,19,20,21,22,23,24
SENP6 block,-14,-7,16,7,-17,-14,-11,.
ATG4B inh,-4,-3,18,3,-3,3,0,-1
SENP8 inh,2,-14,1,12,12,10,21,10
SENP7 inh,7,-7,10,11,-12,3,7,.
HKDC1 inhibitor,-7,-26,5,10,-3,4,9,5
PfG6PD inh,-11,-22,-11,-18,-7,-13,-7,-15
MPTP inh,-0.8,1.1,-1.4,0.2,0.5,-1.7,1.5,36
GRIN3A LBD mod,-1,-6,-1,0,4,-2,-1,-1

25: Nc1nnn(CC(=O)N/N=C/c2ccco2)n1
26: C=CCn1c(SCc2nc3cc(C(F)(F)F)ccc3c(=O)[nH]2)nc2sc(CC)cc2c1=O
27: O=C(CNS(=O)(=O)c1ccc(Cl)cc1)N/N=C/c1ccco1
28: COc1cc(S(=O)(=O)N2CCC(c3nc4ccccc4s3)CC2)ccc1S(=O)(=O)NC1CCCC1
29: CN(C)c1ccc(C(=O)OCC(=O)c2cccs2)cc1
30: CC1C(=O)CCC1(C(=O)O)c1ccccc1 (stereo unspecified)
31: Cc1nc(C)n(CC(C)C(=O)N2CCN(S(=O)(=O)c3ccccc3)CC2)n1 (stereo unspecified)
32: Cc1ccc(S(=O)(=O)N2CCCC2)cc1S(=O)(=O)N1CCCC1
Screen / compound no.,25,26,27,28,29,30,31,32
SENP6 block,1,13,-10,-27,12,16,-12,-14
ATG4B inh,-11,-7,1,-10,-4,-8,1,-1
SENP8 inh,6,-37,11,-2,17,25,16,10
SENP7 inh,2,11,0,1,25,7,-1,0
HKDC1 inhibitor,-4,-7,4,-10,0,2,0,-1
PfG6PD inh,16,17,3,4,-4,6,-10,17
MPTP inh,0.3,33,0.2,3.1,-0.1,0.0,-0.1,1.0
GRIN3A LBD mod,0,-3,-1,1,-2,1,-5,2

33: CCN(CC)S(=O)(=O)c1ccc(N(C)CCc2ccc(OC)c(OC)c2)nc1
34: CCOC(=O)c1cc(S(=O)(=O)N2CCOCC2)cn1C
35: Cc1cc(Br)c(OCc2ccc(C(=O)N/N=C3\CC4CC=CC34)cc2)c(Br)c1 (stereo unspecified)
36: COc1cc(-c2noc(-c3cccs3)n2)cc(OC)c1OC
37: CCOC(=O)NCCc1c(C)nc2c(c(C)nn2C(C)(C)C)c1C
38: Cc1cc(C)n2nc(C(=O)OCC(=O)Nc3ccc(C)c(F)c3)nc2n1
39: CCCCC[n+]1ccn(-c2nc3ccccc3nc2[N-]S(=O)(=O)c2ccccc2)c1
40: O=C(Cn1c(-c2ccccc2)noc1=O)NCc1ccccc1
Screen / compound no.,33,34,35,36,37,38,39,40
SENP6 block,31,-11,-10,-2,3,5,21,-2
ATG4B inh,0,-5,48*,-2,-12,3,-5,-6
SENP8 inh,-47,9,29,-300,1,0,-458,3
SENP7 inh,-2,10,3,-3,8,2,5,-7
HKDC1 inhibitor,-1,-5,-3,-3,3,-4,2,-7
PfG6PD inh,-14,-5,1,2,0,-5,0,8
MPTP inh,-2.0,-1.7,2.7,4.6,5.9,-0.5,0.7,-0.3
GRIN3A LBD mod,-2,1,12*,-2,-1,0,-1,13*

Quoted from the listing:
compound 38 in MPTP inh: -0.5
compound 39 in HKDC1 inhibitor: 2

Carrying on.
41: CCN(CC)S(=O)(=O)c1ccc(OC)c(NC(=O)CCS(=O)(=O)Cc2ccccc2)c1
42: CC(C)c1ccc(C(=O)NC(=S)Nc2ccc3[nH]c(=O)[nH]c3c2)cc1
43: CC(C)(C)NC(=O)COC(=O)c1ccccc1NC(=O)c1ccco1
44: Cc1cc2ncn(-c3ncccc3[N+](=O)[O-])c2cc1C
45: O=C(/C=C/c1ccccc1)N1CCC(c2ccccc2)C1 (stereo unspecified)
46: COc1cccc(-c2cc(C(F)(F)F)nc(N3CCN(c4ccccc4)CC3)n2)c1
47: CCS(=O)(=O)N1Cc2ccccc2CC1C(=O)N1CCN(c2ccccc2)CC1 (stereo unspecified)
48: CN1CCN(C(=O)c2cnn(-c3ccccc3)c2NC(=O)c2ccccc2Br)CC1
Screen / compound no.,41,42,43,44,45,46,47,48
SENP6 block,7,-23,-2,10,3,-4,-9,-16
ATG4B inh,-3,-5,-3,-10,6,3,-5,-1
SENP8 inh,2,13,-48,-3,13,9,5,-1
SENP7 inh,2,-6,-8,3,-2,9,9,-4
HKDC1 inhibitor,-7,4,-8,-1,7,3,-2,-4
PfG6PD inh,18,23,-14,76*,2,14,-6,5
MPTP inh,-0.4,2.9,1.1,1.2,1.3,3.9,-0.2,-0.2
GRIN3A LBD mod,0,-1,1,3,-2,-1,0,-2

Screen by screen, quoted from above:
HKDC1 inhibitor for entries 41–48: -7, 4, -8, -1, 7, 3, -2, -4
SENP8 inh for entries 41–48: 2, 13, -48, -3, 13, 9, 5, -1

The list goes on:
49: Cc1ccc(C)c(C(=O)CC2(O)C(=O)Nc3ccccc32)c1 (stereo unspecified)
50: CC1CCCCC1NC(=O)CSc1nncn1N (stereo unspecified)
51: CC(=O)NC12CC3CC(C1)CC(C(=O)N(C)Cc1cccc(Cl)c1Cl)(C3)C2
52: O=C(N/N=C/c1cn(-c2cccs2)nc1-c1ccccc1)c1ccccc1O
53: CC(=O)c1cnc2cc(-c3ccc(Cl)cc3)nn2c1C
54: CCCCOc1ccccc1N1CCN(CCCN2C(=O)C3CCCN3C2=O)CC1 (stereo unspecified)
55: CC(C)(C)c1cc(Cl)c(O)c(NC(=S)NC(=O)c2cccnc2)c1
56: Cc1ccc(C(C)C)cc1OCC(=O)NC1CCCCCCC1
Screen / compound no.,49,50,51,52,53,54,55,56
SENP6 block,3,3,1,1,19,1,-2,-15
ATG4B inh,-10,-4,-11,13,0,-1,-3,3
SENP8 inh,24,7,15,-450,-439,12,12,8
SENP7 inh,-5,0,-5,-3,39,-1,4,-8
HKDC1 inhibitor,-2,-4,2,-25,-5,-4,-14,1
PfG6PD inh,8,-13,8,-31,-4,5,-10,7
MPTP inh,-15,-1.2,0.3,99*,0.2,-0.4,1.1,-0.3
GRIN3A LBD mod,-1,-1,1,26*,0,3,3,4

57: Cc1ccc(S(=O)(=O)N(C)CC(=O)Oc2ccc(-c3nnco3)cc2)cc1
58: CN(C)CCN(Cc1ccccc1)c1nccc(N(C)C)c1C#N
59: CN(CCOc1ccccc1)C(=O)C1CCC(=O)N(CCCN2CCOCC2)C1 (stereo unspecified)
60: O=[N+]([O-])c1ccccc1OCC(O)CNC1CCCC1 (stereo unspecified)
61: O=C(CC1OC(=O)c2ccccc21)Nc1cc(Cl)ccc1N1CCCC1 (stereo unspecified)
Screen / compound no.,57,58,59,60,61
SENP6 block,-1,9,-5,-2,-1
ATG4B inh,7,3,-9,-7,4
SENP8 inh,-5,-162,13,17,4
SENP7 inh,-4,2,-9,3,-10
HKDC1 inhibitor,-4,-7,-4,-3,9
PfG6PD inh,-6,21,4,6,20
MPTP inh,-0.6,-0.9,0.2,1.4,2.4
GRIN3A LBD mod,-1,-1,0,0,0

At a glance, part of the list above:
58: CN(C)CCN(Cc1ccccc1)c1nccc(N(C)C)c1C#N
59: CN(CCOc1ccccc1)C(=O)C1CCC(=O)N(CCCN2CCOCC2)C1 (stereo unspecified)
Screen / compound no.,58,59
SENP6 block,9,-5
ATG4B inh,3,-9
SENP8 inh,-162,13
SENP7 inh,2,-9
HKDC1 inhibitor,-7,-4
PfG6PD inh,21,4
MPTP inh,-0.9,0.2
GRIN3A LBD mod,-1,0
